Assay outcomes (PubChem BioAssay)
LAP4-GFP MLPCN – modulators of LAP4-GFP expression in yeast, primary screen, S. cerevisiae, multiplex flow cytometry, MLPCN library | 3 h; median GFP as percent of DMSO wells | 320,000 tested, 0.34% active | GFP response vs DMSO, % at 10 µM;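 active = GFP response vs DMSO above a set limit, about the screen mean plus 3 SD, cut at about 150% in these data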
RPL19A-GFP yeast – RPL19A-GFP expression modulators in yeast, primary screen, cell-based, S. cerevisiae, multiplex flow cytometry, MLPCN; S. cerevisiae RPL19A-GFP strain, 3 h; hits give low values; percent response vs DMSO, % at 10 µM; 330,000 tested, 0.3% active; AID 2025, 2009;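 active = percent response vs DMSO below 50%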;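 also: median channel GFP fluorescence of the barcoded RPL19A-GFP strain; ratio of sample median GFP to plate DMSO average so 100% = DMSO; lower means less RPL19A-GFP as with rapamycin TOR inhibition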
AHR activator – AHR activators, primary screen, cell-based, luminescence, luciferase reporter, human; activation, % at 5 µM; 320,000 tested, 2.5% active; AHR-responsive luciferase reporter cells; Aryl hydrocarbon receptor (Homo sapiens), P35869; in the data active = activation above about 47%;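 also: 0% = vehicle wells and 100% = reference agonist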
Target sequence (P35869 whole entry, looked up): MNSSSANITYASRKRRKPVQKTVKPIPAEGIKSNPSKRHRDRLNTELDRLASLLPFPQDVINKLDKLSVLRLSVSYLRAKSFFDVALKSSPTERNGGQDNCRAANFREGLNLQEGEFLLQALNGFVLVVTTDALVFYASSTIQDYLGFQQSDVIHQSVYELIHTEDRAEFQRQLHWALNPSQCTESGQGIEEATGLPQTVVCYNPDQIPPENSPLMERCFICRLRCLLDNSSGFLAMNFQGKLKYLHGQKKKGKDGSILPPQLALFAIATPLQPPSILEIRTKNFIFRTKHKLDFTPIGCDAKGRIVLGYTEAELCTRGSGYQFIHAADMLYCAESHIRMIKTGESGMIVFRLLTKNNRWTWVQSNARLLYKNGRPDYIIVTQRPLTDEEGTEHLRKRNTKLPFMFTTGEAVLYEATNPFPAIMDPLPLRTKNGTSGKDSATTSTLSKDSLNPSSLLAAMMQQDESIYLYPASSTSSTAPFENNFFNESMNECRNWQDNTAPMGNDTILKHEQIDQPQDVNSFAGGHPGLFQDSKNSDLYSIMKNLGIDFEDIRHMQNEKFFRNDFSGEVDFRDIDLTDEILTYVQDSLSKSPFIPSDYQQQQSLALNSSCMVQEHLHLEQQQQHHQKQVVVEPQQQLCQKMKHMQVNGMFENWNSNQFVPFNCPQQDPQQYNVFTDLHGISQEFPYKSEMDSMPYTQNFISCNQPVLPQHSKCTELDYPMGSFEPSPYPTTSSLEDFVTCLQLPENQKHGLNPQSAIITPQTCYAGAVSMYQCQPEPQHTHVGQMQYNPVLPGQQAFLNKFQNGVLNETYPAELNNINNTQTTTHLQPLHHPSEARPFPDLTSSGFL
GASC-1 inh – inhibitors of GASC-1 histone demethylase, primary screen, biochemical, fluorescence, DELFIA europium; Lysine-specific demethylase 4C (Homo sapiens), Q9H3R0; GST-JMJD2C(1-420) H3K9me3 demethylation; inhibition, % at 2.35 µM; 330,000 tested, 0.069% active; AID 2099, 2009;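 active = more than half of a compound's replicate wells show inhibition beyond 50%, single wells judged on their own value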;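 also: signal counts dimethyl H3K9 product captured on neutravidin plate; 0% = median of DMSO wells and 100% = 0.3 times that DMSO median; strong numbers were not always called active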
MEP2-GFP yeast – modulators of MEP2-GFP levels in yeast, primary screen, S. cerevisiae, multiplex flow cytometry, MLPCN library. GFP response vs DMSO, % at 10 µM. 330,000 tested, 0.51% active. S. cerevisiae MEP2-GFP strain, 3 h; 100% = DMSO control level. AID 2016, 2009;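 active = GFP response versus DMSO above a set limit, roughly screen mean plus 3 SD, cut at about 180% in these data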;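 also: median GFP fluorescence of the barcode-gated MEP2-GFP cells per well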
Yeast superoxide – reduction of superoxide in aged yeast, primary screen, HTS | 330,000 tested, 0.18% active | S. cerevisiae aged cells, superoxide DHE fluorescence; hits give low values | superoxide response (% of plate mean), % at 10 µM;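 active = superoxide response under a set limit, about three screen SD below normal, cut at about 65% in these data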;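 also: yeast aged for seven days with compound at 30 °C before DHE staining; 100% = average MFI of all compound-treated wells on the plate with controls excluded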
procasp7 counter – procaspase-7 activators, primary screen, counter-screen for procaspase-3 activator project, biochemical, absorbance, HTS, human. Caspase-7 (Homo sapiens), P55210. recombinant procaspase-7, Ac-DEVD-pNA absorbance 405 nm; D23A/D198A/D206A triple mutant, cannot self-cleave; scale: DMSO 0, 5 µM enzyme 100. activation, % at 8.5 µM. 330,000 tested, 0.093% active;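 active = percent activation above the screen-wide mean plus 3 SD, cut at about 25% in these data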
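System: Uncleavable procaspase-7 mutant enzyme; Amount: 2 µM procaspase-7 mutant as dispensed; Schedule: 1 h compound preincubation, 2 h substrate cleavage, 25 °C; Measured by: 405 nm absorbance of p-nitroaniline; Evaluation: percent activation from buffer-corrected 0–120 min absorbance change; Control set: low DMSO alone, high DMSO plus 5 µM PC-7.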
proCasp3 act – activators of human procaspase-3 D3A mutant, primary screen, biochemical, absorbance, PC-3 D3A mutant, single concentration. AID 463141, 2010. recombinant procaspase-3 D3A, Ac-DEVD-pNA absorbance 405 nm. 330,000 tested, 0.11% active. activation, % at 8.5 µM;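 active = activation above the mean of all tested compounds plus 3 SD, cut at about 21% in these data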;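 also: 0% = DMSO alone and 100% = DMSO wells spiked with extra 5 µM PC-3 D3A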
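System: Procaspase-3 D3A mutant. Medium: Zinc-free 300 mM NaCl, 50 mM HEPES, 0.01% Triton X-100. Schedule: 1 h preincubation plus 2 h reaction at 25 °C. Measured by: 405 nm absorbance of p-nitroaniline, reads at 0 and 120 min. Read-out: percent activation relative to control range.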
* = called active by the depositor; · = no result given; + = active, no number; [ ] = another dose, or the depositor's remark. An unsorted share of the library, and some 3.8% of all compounds hit somewhere here.

entry	Molecule	LAP4-GFP MLPCN	proCasp3 act	procasp7 counter	RPL19A-GFP yeast	GASC-1 inh	Yeast superoxide	MEP2-GFP yeast	AHR activator
1	O=C(c1ccc(Cl)c(S(=O)(=O)N2CCOCC2)c1)N(c1ccccn1)C1CCCCC1	104	-2	1	98	17	96	94	-1
2	Nc1nccc(/C=C/c2ccc(Cl)cc2)n1	114	-2	10	92	-2	107	101	5
3	Cc1cccc(C)c1OCC(=O)Nn1c(C)nc2ccccc2c1=O	105	2	12	99	5	96	110	0
4	O=C(COC(=O)CNC(=O)c1ccccc1)Nc1ccc2c(c1)OCO2	87	5	3	101	-5	100	103	6
5	CN1CCN(C(=O)CCN2C(=O)c3ccccc3S2(=O)=O)CC1	116	6	0	99	1	103	97	2
6	NNC(=O)c1cc(Br)cs1	94	9	-3	100	-9	100	108	33
7	COc1ccc(OCC(O)CN2CCC(CN3C(=O)c4cccc5cccc(c45)C3=O)CC2)cc1 (stereo unspecified)	106	0	5	100	4	98	98	0
8	COc1ccc(-c2nnc3sc(CCN4C(=O)c5ccccc5C4=O)nn23)cc1	96	-13	-4	97	16	115	101	30
9	COc1cc(NC(=O)CN2C(=O)NC(CC(C)C)C2=O)cc(OC)c1OC (stereo unspecified)	111	4	-4	102	-5	83	106	1
10	O=C1CSC(c2ccc(F)cc2)N1c1ccccc1F (stereo unspecified)	97	-6	-8	101	9	95	108	4
11	O=C(CN1C(=O)S/C(=C/c2ccncc2)C1=O)Nc1ccccc1	102	0	1	103	6	114	101	0
12	CN1CCN(c2nc3ccccc3nc2C(C#N)C(=O)OC2CCCCC2)CC1 (stereo unspecified)	96	-2	-9	94	4	109	96	3
13	Cc1ccc(-n2nc3c(Cl)nnc(C)c3c2C)cc1	99	6	-4	109	20	86	111	4
14	O=C(CCl)N1c2ccccc2SCC1c1ccccc1 (stereo unspecified)	85	-1	-3	99	-9	83	100	0
15	c1ccc2c(N3CCCC3)nc(-c3ccncc3)nc2c1	104	-6	-4	96	-4	93	118	4
16	N#C/C(=C\c1ccc([N+](=O)[O-])o1)c1nc2ccccc2[nH]1	704*[may fluoresce violet]	5	-7	189[may fluoresce violet]	5	108	+[may fluoresce violet]	55*
17	O=S(=O)(c1ccc(F)cc1)N1CC2CCCN2c2ccc(C(F)(F)F)cc21 (stereo unspecified)	96	-2	3	98	3	99	105	0
18	COc1cccc(NC(=O)C(=O)NCc2ccncc2)c1	89	12	-5	107	7	117	112	53*
19	Cc1cccc(C)c1NC(=O)C(c1ccc([N+](=O)[O-])cc1)N1CCCCC1 (stereo unspecified)	103	1	0	94	-8	104	100	1
20	N#Cc1ccc(CC(C(=O)O)N2Cc3ccccc3C2=O)cc1 (stereo unspecified)	92	7	6	99	0	94	102	1
21	CCN1C(C(=O)c2ccccc2)=C(Nc2ccccc2C)c2ccccc2S1(=O)=O	108	4	5	98	0	111	96	10
22	CC(C)CN(C(=O)COC(=O)c1c(Cl)ccc(Cl)c1Cl)C1CCS(=O)(=O)C1 (stereo unspecified)	95	6	4	97	-3	96	93	13
23	CC1(C)CC(=O)C=C(c2cccc3c2oc2ccccc23)C1	100	-5	3	98	1	108	97	3
24	O=C(CSc1ccc2nnc(-c3cccc(F)c3)n2n1)N1CCCc2ccccc21	·	3	-10	·	4	102	·	13
25	Oc1ccc2ccccc2c1C=Nc1ccccc1Br	78	0	-4	102	2	105	95	9
26	NC(=O)c1ccc(NC(=O)CNC(c2ccccc2)c2ccccc2)cc1	96	-4	0	108	-7	103	92	-1
27	Cc1ccc(/C=N/Nc2nc(N3CCOCC3)nc(N3CCOCC3)n2)o1	108	-2	7	90	14	95	83	3
28	C/C(=N\NC(=O)C(N)=O)c1ccc(Br)cc1	95	2	8	100	2	96	103	0
29	COC(=O)c1ccc(S(=O)(=O)N(C2CCCCC2)C2CCCCC2)n1C	108	-3	1	100	-2	102	107	0
30	Cc1ccc2c(c1)CCCN2C(=O)NC1CCCCC1	102	6	-3	105	-7	84	95	10
31	CC1CCc2c(sc(NC(=O)CSc3nc4c(c(C(F)(F)F)n3)CCc3ccccc3-4)c2C(N)=O)C1 (stereo unspecified)	·	4	-4	·	-69	100	·	8
32	CCN(C(=O)CN1C(=O)S/C(=C\c2ccc(Cl)cc2)C1=O)C1CCS(=O)(=O)C1 (stereo unspecified)	90	-1	1	102	5	90	101	2
33	CCOC(=O)c1ccc(NC(=S)N(CCCN2CCN(CC)CC2)Cc2ccco2)cc1	101	3	-4	98	-22	103	95	-1
34	O=C1CCC(O)CCN1CCSc1ccccc1 (stereo unspecified)	101	-9	-2	104	-10	99	106	4
35	COc1ccc(C(=O)C2CCCN(C(=O)c3cccc(Cl)c3F)C2)cc1OC (stereo unspecified)	96	-1	3	99	-14	93	123	6
36	CC(C)Oc1ccc(S(=O)(=O)N2CCCCC2)cc1NC(=O)CN1C(=O)NC2(CCCC2)C1=O	110	8	-9	98	3	108	96	4
37	CN1CCN(S(=O)(=O)c2ccc(N3CCN(S(=O)(=O)/C=C/c4ccccc4)CC3)nc2)CC1	94	3	-4	91	-4	106	93	5
38	Cn1c(SCCC#N)nnc1-c1ccc(F)cc1	93	0	10	91	8	96	99	2
39	C/C(=N\NC(=O)c1cccc([N+](=O)[O-])c1)c1cccnc1	88	-9	-1	92	5	137	96	43
40	COCC(C)N1CCC(n2nccc2NC(=O)c2ccc3c(c2)OCO3)CC1 (stereo unspecified)	91	-2	1	89	-8	118	104	-1
41	COCCOC(=O)c1c(C)oc2ccc(NS(=O)(=O)c3ccc(C)cc3)cc12	118	7	6	92	2	117	102	2
42	NC(=O)c1ccc(NC(=O)COC(=O)CCCc2c[nH]c3ccccc23)cc1	78	-6	9	95	1	96	86	7
43	CCOC(=O)C1(CCOc2ccccc2)CCN(Cc2ccc3c(c2)OCCO3)CC1	106	-6	5	96	-5	98	95	-2
44	CCOc1ccc(N(CC(=O)NC2CC2)S(=O)(=O)c2ccc(C)cc2)cc1	114	1	4	102	-6	90	108	0
45	O=C(Nc1ccccc1)C1=C[C@H](c2ccccc2)C[C@H](OCCCCO)O1	97	11	-3	100	4	112	99	28
46	CCCN1CCC(=O)N(CCOc2ccccc2)CC1	131	2	2	100	-2	103	94	1
47	C(=Nc1ccc(N2CCOCC2)cc1)c1c[nH]c2ccccc12	109	2	-6	92	3	111	94	17
48	COCCCn1c(SCC(=O)N2CCOCC2)nnc1-c1ccco1	97	-4	12	102	-2	94	104	-2
49	CC12CN(C(=S)Nc3ccccc3)CC(C)(CN(C(=S)Nc3ccccc3)C1)C2=O	104	-3	-6	101	-5	99	114	-1
50	CCOC(=O)C1=C(c2ccccc2)N=c2s/c(=C\c3cc(OC)c(OC)c(OC)c3)c(=O)n2C1c1cccs1 (stereo unspecified)	92	-4	-13	95	2	90	103	2

Next entries follow.
entry	Molecule	LAP4-GFP MLPCN	proCasp3 act	procasp7 counter	RPL19A-GFP yeast	GASC-1 inh	Yeast superoxide	MEP2-GFP yeast	AHR activator
51	CCOC(=O)C1(CCCc2ccccc2)CCN(C(=O)c2cnn(CC)c2)CC1	116	8	2	95	-1	75	93	35
52	CCOC(=O)c1cnc(-c2ccccc2)[nH]c1=O	95	-2	2	101	5	94	97	3
53	O=C(CN1CCN(S(=O)(=O)c2ccccc2)CC1)NC(=O)NC1CCCCC1	99	10	-10	104	-8	102	102	12
54	Cc1ccc(C)c(NC(=O)c2ccc3c(c2)N(Cc2ccc(F)cc2)C(=O)CS3=O)c1 (stereo unspecified)	108	0	9	102	-1	98	103	0
55	CCC(C)(C)NC(=O)C(c1ccc(O)cc1)N(Cc1ccco1)C(=O)CCC(=O)Nc1ccccn1 (stereo unspecified)	101	-1	-4	105	-11	123	107	3
56	Nc1nc2c(ncn2COC(CO)CO)c(=O)[nH]1	96	-6	-5	96	11	112	95	-3
57	O=c1cc(-c2cccc(Br)c2)oc2cccc(O)c12	138	9	9	98	0	107	98	49*
58	O=C(CCCN1C(=O)/C(=C/c2cccs2)SC1=S)Nc1ccccn1	105	-6	4	97	-4	100	98	-2
59	CS/C(=C\[N+](=O)[O-])Nc1ccc(F)cc1	88	-7	0	90	9	96	98	11
60	COc1cc(/C=C(\C#N)c2nnc(N3CCOCC3)n2-c2ccccc2)ccc1O	98	-2	-6	98	-24	98	111	-10
61	CCC(=O)Nc1nc2ccc(S(C)(=O)=O)cc2s1	104	0	1	103	1	102	105	9
62	N#Cc1ccc(OCc2cccc(S(=O)(=O)N3CCOCC3)c2)cc1	96	-2	12	96	0	107	94	-1
63	COC(=O)c1cc(Br)c(=O)n(Cc2ccco2)c1	93	-7	-1	98	5	102	101	-1
64	CCC(C)(C)n1nnnc1C(c1ccc(C)cc1)N1CCC(C)CC1 (stereo unspecified)	101	4	3	102	0	99	101	1
65	COc1ccccc1N1CCN(/N=C(\C)c2ccc(O)cc2)CC1	90	4	12	109	-2	107	107	0
66	Cc1ccc(C)c(NC(=O)C(Sc2ncnc3ccccc23)c2ccccc2)c1 (stereo unspecified)	84	2	9	106	14	94	90	10
67	Cc1ccc(CN2CC(C(=O)N3CC=C(c4ccccc4)CC3)CC2=O)cc1 (stereo unspecified)	75	3	6	100	8	89	103	-1
68	CN1c2ccc([N+](=O)[O-])cc2C(C)(C)C12C=Cc1cc(C(=O)O)ccc1O2 (stereo unspecified)	119	1	-17	99	-5	99	105	1
69	S=C(NCCCN1CCOCC1)Nc1ccc(-c2nc3ccccc3[nH]2)cc1	93	-8	-14	99	-3	112	100	3
70	O=C(O)c1ccccc1OC(C(=O)Nc1cc(Cl)cc(Cl)c1)c1ccccc1 (stereo unspecified)	96	-1	-6	91	5	93	103	12
71	CCOC(=O)c1c(C)[nH]c(C(=O)COC(=O)c2ccccn2)c1C	94	9	-8	101	4	92	100	8
